ALDH1A1 block = qHTS Assay for Inhibitors of Aldehyde Dehydrogenase 1 (ALDH1A1); Aldehyde dehydrogenase 1A1 (Homo sapiens), P00352; Purified ALDH1A1, NADH fluorescence, propionaldehyde substrate; Potency, µM (series often up to 75.3 µM), for the others: at the top dose activity, negative = inhibition, hits mostly inhibitors; 220,000 tested, 7.3% active; AID 1030, 2008; active = well fitted inhibition curve with a large enough effect, not every such curve was filed as active; inconclusive = small, poorly fitted or top-dose-only effect, or another doubt; inactive = no such curve, though single readings can be large or run the other way;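 note: plate controls were no enzyme wells and a reference inhibitor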
Target sequence (P00352 whole entry, looked up): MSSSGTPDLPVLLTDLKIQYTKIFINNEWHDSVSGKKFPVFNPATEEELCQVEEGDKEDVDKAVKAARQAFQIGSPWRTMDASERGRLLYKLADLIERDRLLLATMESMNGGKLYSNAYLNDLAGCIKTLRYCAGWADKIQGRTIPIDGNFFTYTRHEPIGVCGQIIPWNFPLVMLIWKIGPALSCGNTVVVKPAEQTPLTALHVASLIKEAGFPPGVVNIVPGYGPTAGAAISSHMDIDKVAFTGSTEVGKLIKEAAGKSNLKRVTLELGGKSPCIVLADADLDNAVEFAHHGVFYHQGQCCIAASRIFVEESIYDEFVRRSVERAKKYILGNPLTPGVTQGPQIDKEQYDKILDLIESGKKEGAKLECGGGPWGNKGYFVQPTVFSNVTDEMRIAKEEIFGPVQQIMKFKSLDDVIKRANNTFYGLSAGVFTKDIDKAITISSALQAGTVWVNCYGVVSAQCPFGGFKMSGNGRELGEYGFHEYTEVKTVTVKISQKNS
TR SRC2 fluor cs = Total Fluorescence Counterscreen for Inhibitors of the Interaction of Thyroid Hormone Receptor and Steroid Receptor Coregulator 2. TRb/SRC2 Texas Red total fluorescence interference. AID 1479, 2009. 280,000 tested, 0.29% active. Potency, µM (series often up to 106 µM), for inactives: at the top dose fluorescence change, negative = quenching; active = well fitted curve in either direction with a large enough effect; inconclusive = small, poorly fitted or top-dose-only effect; note: % is set by controls: 0 for no effect and ±100 for the full control effect
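Human TRβ ligand-binding domain (0.6 uM) and Texas Red SRC2 peptide (20 nM) in Tris buffer with 1 uM T3 and 5% DMSO were incubated with pinned compound for 5 hr at ambient temperature. Total fluorescence was computed as S + 2P (555/632 nm).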
JMJD2E inh = qHTS Assay for Inhibitors of Human Jumonji Domain Containing 2E (JMJD2E); 230,000 tested, 1.6% active; Lysine-specific demethylase 4E (Homo sapiens), B2RXH2; AID 2147, 2009; JMJD2E catalytic domain, FDH-coupled NADH fluorescence (FDH is formaldehyde dehydrogenase); Potency, µM (top dose mostly 57.1 µM), inactives show at the highest dose activity change, negative = inhibition, most hits filed as inhibitors; active = well fitted inhibition curve with a large enough effect, not every such curve was filed as active; inconclusive = small, poorly fitted or top-dose-only effect, or another doubt; inactive = no such curve, though single readings can be large or run the other way;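 note: 0% = wells with enzyme and -100% = buffer wells without enzyme; nearly all actives have a fitted effect of over 50% in size; many of its hits are not listed in these tables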
RECQ1 helicase = qHTS Assay for Inhibitors of RecQ-Like Dna Helicase 1 (RECQ1) | ATP-dependent DNA helicase Q1 (Homo sapiens), P46063 | RECQ1 DNA unwinding, red fluorescence kinetic read | Potency, µM (series often up to 57.3 µM), for the others: top-dose activity, negative = inhibition, usual class: inhibitors | 240,000 tested, 0.54% active | AID 2549, 2010;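 note: plate controls were vehicle for no effect and no enzyme for full effect; nearly all actives have a fitted effect of over 30% in size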
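RECQ1T1 50 nM; forked duplex (20 bp + 30-nt ss tails) 200 nM, ATP 2 mM final; pH 8.0, 2 mM MgCl2, 2.5 ug/ml poly(dI-dC); 15 min compound preincubation; discontinuous kinetic read over 2 h at RT.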
SMN2 splice up = qHTS Assay for Enhancers of SMN2 Splice Variant Expression; 210,000 tested, 2.8% active; HEK293 SMN2-luciferase splicing reporter, luminescence, 30-36 h; Potency, µM (top dose mostly 46.1 µM), for the others: at the top dose activity change, positive = activation, actives largely listed as activators; AID 1458, 2008; note: % of control where 0% means no effect; nearly all actives have a fitted effect of over 55% in size
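HEK293 cells carry an SMN2 […]–luciferase reporter in which exon 7 inclusion puts luciferase in frame. Cells were plated 10-12 h before compound addition, then incubated 30-36 h at 37C. ONE-Glo luminescence was read; sodium butyrate at 4.5 mM final served as control.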
Lamin A splicing = qHTS Assay for Modulators of Lamin A Splicing. HeLa LMNA splicing GFP/RFP minigene ratio, 48 h. Potency, µM (titrated, usually from 46.1 µM), for the others: top-dose ratio change, negative = inhibition, most hits filed as inhibitors. 200,000 tested, 0.01% active; active = well fitted inhibition curve with a large enough effect in the signal ratio, with a control signal flat, not every such curve was filed as active; inconclusive = small, poorly fitted or top-dose-only effect, or effect the other way, or a change in a side signal; the % refers to the signal ratio; note: % is set by controls: 0 for no effect and ±100 for the full control effect
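S3 HeLa cells stably expressing lamin A-EGFP splicing minigene plus DsRed2, 600 cells/well, 48 h compound exposure at 37C. Laser-scanning cytometry; analysed as GFP (500-530 nm)/RFP (575-640 nm) total intensity ratio; 0.5% DMSO vehicle.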
RGS12 GoLoco inh = qHTS Assay for Inhibitors of RGS12 GoLoco Motif Activity (Red Fluorophore). Gai1:RGS12 GoLoco peptide FP, rhodamine, 10 min. Potency, µM (doses to about 61.6 µM), inactives show top-dose activity, negative = inhibition, actives largely listed as inhibitors. 230,000 tested, 0.44% active. AID 880, 2007; active = well fitted inhibition curve with a large enough effect, not every such curve was filed as active; inactive = no such curve, though single readings can be large or run the other way; note: % is set by controls: 0 for no effect and ±100 for the full control effect; nearly all actives have a fitted effect of over 30% in size; many of its hits are not listed in these tables
Target sequence (P63096 whole entry, looked up): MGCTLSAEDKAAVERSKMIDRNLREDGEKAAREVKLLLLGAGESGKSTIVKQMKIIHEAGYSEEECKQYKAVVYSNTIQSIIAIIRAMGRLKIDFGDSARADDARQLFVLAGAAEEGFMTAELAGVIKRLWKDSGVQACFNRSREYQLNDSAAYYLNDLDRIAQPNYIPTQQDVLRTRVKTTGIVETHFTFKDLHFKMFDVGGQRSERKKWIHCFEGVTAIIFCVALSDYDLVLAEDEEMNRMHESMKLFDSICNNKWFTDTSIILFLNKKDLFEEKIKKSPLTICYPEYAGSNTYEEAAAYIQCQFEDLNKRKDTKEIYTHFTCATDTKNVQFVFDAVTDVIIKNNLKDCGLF
TRb SRC2 PPI = qHTS for Inhibitors of the Interaction of Thyroid Hormone Receptor and Steroid Receptor Coregulator 2 | Thyroid hormone receptor beta (Homo sapiens), P10828 | TRbeta-SRC2 peptide binding, fluorescence polarization; receptor liganded with 1 µM T3 | Potency, µM (series often up to 106 µM), inactives show top-dose activity change, negative = inhibition, usual class: inhibitors | 280,000 tested, 0.065% active | AID 1469, 2008;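 note: plate controls were bound peptide for no effect and peptide without receptor for full effect; nearly all actives have a fitted effect of over 50% in size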
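Quantitative HTS by FP: 0.6 uM TRb LBD, 20 nM labeled SRC2 20-mer, 1 uM T3, 5% DMSO; 5 hr ambient incubation; % activity per concentration and potencies from concentration series.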
Numbers without * were called inactive; i = inactive; u = inconclusive; x = no result given; & = joins results of further samples; ! = not active in a repeat; [ ] = another dose, or the depositor's remark. Unless noted, calls come from the whole dose curve; as a rule, active = well fitted curve in the direction sought with a large enough effect; inconclusive = small, poorly fitted or top-dose-only effect, or another doubt; inactive = no such curve, though single readings can be large; an effect the other way counts as inactive or inconclusive. Potency is the fitted concentration of half-maximal effect. Only part of the results is shown. The share of hits here may be higher or lower than overall.

SMILES | ALDH1A1 block | TR SRC2 fluor cs | JMJD2E inh | RECQ1 helicase | SMN2 splice up | Lamin A splicing | RGS12 GoLoco inh | TRb SRC2 PPI
O=C1NC(=O)N(Cc2ccc(F)cc2)C(=O)/C1=C/c1cccs1 | 28µM* | 1% | -13% | -23% | -21% | x | 75%[activator] | 19%
O=C(NC1CN2CCC1CC2)c1cc(Cl)c([N+](=O)[O-])c2nc[nH]c12 (stereo unspecified) | -11% | -7% | 1% | 4% | -9% | u | -3% | 0%
CC1=CC(=O)C2=C(C)C[C@@H](O)[C@@H]3[C@@H](OC(=O)[C@H]3C)[C@H]12 | -1%[20.9 µM] | -2%[53 µM] | 7%[25.5 µM] | i | -6%[20.6 µM] | u | -1%[21.6 µM] | -5%[53 µM]
CO[C@@H]1C[C@@H](C[C@H]2CC[C@H](C)[C@@H]([C@@H](C)C(=O)O)O2)O[C@]2(O[C@](C)([C@H]3CC[C@@](C)(C4OC([C@H]5O[C@@](O)(CO)[C@H](C)C[C@@H]5C)C[C@@H]4C)O3)C[C@H]2C)[C@@H]1C (stereo partly specified) | 0% | -3% | x | i | -100%[inhibitor] | x | 3% | 2%
CCCCn1c(=O)c(C=Nc2ccc(Cl)cc2)c(O)n(Cc2ccco2)c1=O | u | 0% | u | -26% | -14% | 3% | 97%[activator] | 7%
Cc1ccc(CN2CCN(Cc3ccccc3)CC2)cc1 | -3% | -2% | 6% | -7% | x | u | 11% | 5%
O[C@H]1CCCC[C@H]1N1CCC(c2ccccc2)CC1 | -8% | -1% | 0% | -11% | -14%[20.6 µM] | -7% | -5% | 5%
Nc1nc(=S)c2ncn([C@H]3O[C@@H](CO)[C@@H](O)[C@@H]3O)c2[nH]1 | u | -7%[53 µM] | -11%[25.5 µM] | 0%[25.9 µM] | -50%[inhibitor][20.6 µM] | u | -1%[21.6 µM] | -5%[53 µM]
C=CCOC(=O)c1ccccc1N | u | -2% | x | -6% | -2% | x | 3% | 0%
C=CC1CN2CCC1CC2C(OC(C)=O)c1ccnc2ccc(OC)cc12 (stereo unspecified) | 9% | 2% | u | -9% | x | x | 3% | -9%
O=C(CNC(=O)c1ccc(Br)cc1)NCC(=O)OCC(=O)c1ccc([N+](=O)[O-])cc1 | 1µM* | -2% | 7% | -8% | -12% | -6% | 5% | -5%
O=c1[nH]c(=S)n(Cc2ccc(F)cc2)c(O)c1C=NCC1CCCO1 (stereo unspecified) | u | 4% | 0% | i | 3% | -6% | 79%[activator] | -8%
COc1ccc2c(CCN)c[nH]c2c1 | -12%&4% | 0%&-1% | 1% | 11%&0% | 1%&-4% | -3% | 10%&-7% | -3%&6%
COc1ccc(/C=C2\C(=O)NC(=S)N(C)C2=O)cc1C | 7.9µM* | -4% | u | 1% | x | 9%[46 µM] | 10% | 0%
CN1CCN(c2ncnc3c2cnn3C)CC1 | 6% | -4% | 5% | -8% | x | 2%[46 µM] | -2% | -5%
c1csc(CN2CCCC3(CCNCC3)C2)n1 | u | x | x | -13% | -9% | x | -8% | x
CCC/C(=N\O)c1c[nH]c2ccccc12 | 5% | 0% | 1% | i | -10% | 4% | -8% | -14%
O=C(Oc1ccccc1)N1CCC[C@@]2(CCN(C(c3ccccc3)c3ccccc3)C2)C1 | u | x | x | u | -30%[inhibitor] | x | 15% | x
c1ccc2nc(OCCN3CC3)ccc2c1 | x | -3% | -3% | 8% | x | x | 4% | 3%
CCOC(=O)CC(NC(=O)C(Cc1ccc(N(CCCl)CCCl)cc1)NC(C)=O)C(=O)OCC (stereo unspecified) | 25µM* | -3% | 10µM* | 3% | x | u | 5% | -5%

Quoted from the listing.
c1csc(CN2CCCC3(CCNCC3)C2)n1 | SMN2 splice up: -9%
O=c1[nH]c(=S)n(Cc2ccc(F)cc2)c(O)c1C=NCC1CCCO1 (stereo unspecified) | Lamin A splicing: -6%
C=CC1CN2CCC1CC2C(OC(C)=O)c1ccnc2ccc(OC)cc12 (stereo unspecified) | RGS12 GoLoco inh: 3%

The list continues:
SMILES | ALDH1A1 block | TR SRC2 fluor cs | JMJD2E inh | RECQ1 helicase | SMN2 splice up | Lamin A splicing | RGS12 GoLoco inh | TRb SRC2 PPI
CCCOP(=O)(OCCC)C(NC(=O)c1ccccc1)=C(Cl)Cl | 17% | -2% | 4% | -9% | 0% | -10% | -5% | -15%
O=C(C(=O)N1CCOCC1)c1cn(CCCOc2ccccc2)c2ccccc12 | u | -2% | -3% | 10% | -18% | x | 4% | 6%
CC(C)C[C@H](NC(=O)[C@H](Cc1ccccc1)NC(=O)CNC(=O)[C@H](C)NC(=O)[C@@H](N)Cc1ccc(O)cc1)C(=O)O | 3% | -2% | x | i | -2% | x | 7% | 6%
CN1C(=O)CN=C(c2ccccc2)c2cc(Cl)ccc21 | x | -3% | 6% | -7% | x | x | 4% | 5%
CN1CCc2nc(SCc3ccccc3Br)c(C#N)cc2C1 | u | 0% | u | 15% | 17% | -4%[46 µM] | 13% | -8%
CCOc1ccc(-c2nc3ccc(-c4nc5ccc(N6CCN(C)CC6)cc5[nH]4)cc3[nH]2)cc1 | u | -30%&-19% | x | 13µM* | 4µM* | x | 34%[activator] | -7%&9%
O=P(/C(=N/O)N1CCCCC1)(N1CCOCC1)N1CCOCC1 | 2% | -3% | 0% | -3% | -17% | 5% | 3% | -12%
COc1ccccc1N1CCN(Cc2ccccc2Cl)CC1 | -2% | 2% | -23% | -11% | 0% | -13% | -5% | -5%
Nc1ccc([N+](=O)[O-])cc1N | -1% | -1%[201 µM] | x | 12% | 13% | x | 2% | -1%[201 µM]
Cc1ccc(S(=O)(=O)N2CCCC2c2cccnc2)cc1 (stereo unspecified) | -1% | -1% | 7% | -2% | x | x | 0% | -3%
CC1CCC(C(C)C)C(OC(=O)COC(=O)c2ccccc2N)C1 (stereo unspecified) | 9% | -3% | 2% | 17% | -4% | 6% | 4% | -9%
O=C(c1ccc(CS(=O)(=O)c2ccc(Br)cc2)o1)N1CCC2(CC1)OCCO2 | -3% | 0% | -3% | 8% | -14% | 3% | 7% | 3%
O=P(Nc1ccccc1)(Nc1ccccc1)Oc1ccc(Cl)cc1 | -3% | -5% | -2% | -7% | 28% | 1% | 7% | -8%
Cc1sc(NC(=O)Cn2c(=O)oc3ccccc32)nc1-c1ccc(Cl)cc1 | 6% | 0% | 15% | -5% | -4%[1.84 µM] | u | -30% | 3%
C=CCN1CC[C@]23c4c5ccc(O)c4O[C@H]2C(=O)CC[C@@]3(O)[C@H]1C5 | 12%&-6% | 3%&-1% | -12% | 0% | -6% | x | -7%&-10% | -4%&-2%
CCC(=Nc1ccc2c(c1)CCC2)c1c(O)n(C)c(=O)n(C)c1=O | -1% | -3% | 4% | -12% | x | u | x | -6%
Brc1ccc(CN2CCNCC2)s1 | u | -5% | 8% | -13% | -12% | 0% | -1% | 1%
CN(C)CC#CCn1c2ccccc2c2ccccc21 | x | -1% | -4% | -2% | x | x | 8% | -6%
COc1ccc2[nH]cc(C3=CCNCC3)c2c1 | u | -3%&-1% | u | i | -1% | x | 30%&17% | 6%&5%
NNc1ccccc1 | -14% | 0%&-1% | x | -6%&-5% | x | u | 12% | -5%&8%
COc1ccc(C(O)c2ccccc2OP(=O)(N(C)C)N(C)C)cc1 (stereo unspecified) | -1% | 1% | 5% | -8% | -14% | 4% | 7% | -1%
O=C(CCCCCn1c(=S)[nH]c2ccccc2c1=O)N1CCC2(CC1)OCCO2 | -7% | 2% | 5% | -12% | -9% | 16% | 3% | -8%
c1cc2ccc3cccc4ccc(c1)c2c34 | u | -3%[201 µM] | x | 1% | 1% | x | 4% | 5%[201 µM]
C[C@]12CC[C@@H]3c4ccc(O)cc4C(=O)C[C@H]3[C@@H]1CC[C@@H]2O | x | 0% | -11% | 17% | x | u | 14% | -5%
CCc1nnc(NS(=O)(=O)c2ccc(N=Cc3c(O)n(-c4ccccc4)c(=O)[nH]c3=O)cc2)s1 | -1% | -1% | -8% | i | -5% | u | 9% | 1%
CC(=O)[O][Hg][c]1ccccc1 | 0.63µM* | 3%[201 µM] | 2.2µM* | 9%&-9% | -104%&-66%[inhibitor] | u | 1.6µM*! | -8%[201 µM]

Random excerpt: 4 records from the list
SMILES | ALDH1A1 block | TR SRC2 fluor cs | JMJD2E inh | RECQ1 helicase | SMN2 splice up | Lamin A splicing | RGS12 GoLoco inh | TRb SRC2 PPI
Nc1ccc([N+](=O)[O-])cc1N | -1% | -1%[201 µM] | x | 12% | 13% | x | 2% | -1%[201 µM]
O=C(c1ccc(CS(=O)(=O)c2ccc(Br)cc2)o1)N1CCC2(CC1)OCCO2 | -3% | 0% | -3% | 8% | -14% | 3% | 7% | 3%
Brc1ccc(CN2CCNCC2)s1 | u | -5% | 8% | -13% | -12% | 0% | -1% | 1%
O=C(NC1CN2CCC1CC2)c1cc(Cl)c([N+](=O)[O-])c2nc[nH]c12 (stereo unspecified) | -11% | -7% | 1% | 4% | -9% | u | -3% | 0%

Bioassay records (PubChem BioAssay)
